PP1 counter: blocks human PP1-alpha phosphatase, a PP5 counter-screen; P62136; purified PP1alpha, OMFP fluorescence; inhibition, % at 6.7 µM; 320,000 tested, 0.9% active; AID 2235;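 active = inhibition above the mean inhibition of all tested compounds plus 3 SD, computed separately for each screening campaign, cut at about 15% in these data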
Fh CTSL1 inh: counter-screen for PFM18AAP inhibitors: inhibitors of F. hepatica cathepsin L1. recombinant F. hepatica cathepsin L1, Z-Leu-Arg-MCA fluorescence. inhibition, % at 5.96 µM. 300,000 tested, 0.49% active. AID 1906;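 active = inhibition above the mean of all tested compounds plus 3 SD, set per screening campaign, cut at about 17% in these data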;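 note: 0% = plate median of test compound wells and 100% = 1 µM Z-Phe-Ala-diazomethylketone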
proCasp3 act: activators of human procaspase-3. 330,000 tested, 0.11% active. activation, % at 8.5 µM. P42574. recombinant procaspase-3 D3A, Ac-DEVD-pNA absorbance 405 nm. AID 463141;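 active = activation above the mean of all tested compounds plus 3 SD, cut at about 21% in these data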;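 note: 0% = DMSO alone and 100% = DMSO wells spiked with extra 5 µM PC-3 D3A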
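Test system: Procaspase-3 D3A mutant; medium: Zinc-free HEPES/NaCl buffer with 0.01% Triton X-100 at pH 7.4; reagent: DEVD-pNA substrate; doses: one concentration, 8.5 µM nominal, 0.8% DMSO; times: 1 h preincubation plus 2 h reaction at 25 °C; signal: Epi-absorbance at 405 nm of released p-nitroaniline, 0 and 120 min; replicates: singlicate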
Efflux pump inh: inhibitors of Candida antifungal efflux pumps expressed in yeast. S. cerevisiae Candida pump triplex, Nile Red efflux. inhibition, % at 10 µM. 330,000 tested, 0.44% active. AID 485275;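 active = plate passing quality check with inhibition over a set limit, or well fluorescence over plate mean plus 4 SD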;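 note: Nile Red retained in pooled yeast measured as flow cytometry median fluorescence; 0% = buffer negative control and 100% = Enniatin B positive control; higher means more Nile Red kept so more efflux inhibition; some compounds called inactive have numbers as strong as hits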
TPT1 inh: inhibitors of Candida albicans tRNA 2'-phosphotransferase TPT1. recombinant caTPT1, FP RNA substrate dephosphorylation. inhibition, % at 5 µM. 300,000 tested, 0.81% active. AID 1962;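 active = inhibition above the mean of all tested compounds plus 3 SD, set per screening campaign, cut at about 24% in these data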;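 note: plate controls were DMSO alone for no effect and ferristatin control at 100 nM for full effect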
JMJD2C inh: human JMJD2C demethylase inhibition | AID 2099 | 330,000 tested, 0.069% active | GST-JMJD2C(1-420) H3K9me3 demethylation, DELFIA europium | inhibition, % at 2.35 µM | Q9H3R0;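 active = more than half of a compound's replicate wells show inhibition beyond 50%, single wells judged on their own value; inconclusive = some, but no more than half, of replicates pass 50% inhibition; inactive = no replicate passes 50% inhibition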;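 note: signal counts dimethyl H3K9 product captured on neutravidin plate; 0% = median of DMSO wells and 100% = 0.3 times that DMSO median; strong numbers were not always called active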
Target sequence (Q9H3R0 1-420 limits assumed): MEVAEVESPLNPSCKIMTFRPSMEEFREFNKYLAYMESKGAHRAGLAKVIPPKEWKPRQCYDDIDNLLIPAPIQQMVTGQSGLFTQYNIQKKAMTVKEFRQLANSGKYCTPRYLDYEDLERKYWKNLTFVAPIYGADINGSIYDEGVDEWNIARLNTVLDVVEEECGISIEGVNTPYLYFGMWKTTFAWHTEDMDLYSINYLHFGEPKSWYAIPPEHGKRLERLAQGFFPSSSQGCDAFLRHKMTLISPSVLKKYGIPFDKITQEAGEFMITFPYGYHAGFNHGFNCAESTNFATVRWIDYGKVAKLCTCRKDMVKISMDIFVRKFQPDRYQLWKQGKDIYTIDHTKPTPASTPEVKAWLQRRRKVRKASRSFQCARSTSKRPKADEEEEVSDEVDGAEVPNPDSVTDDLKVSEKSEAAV
procasp7 counter: counter-screen for procaspase-3 activators: activators of human procaspase-7; activation, % at 8.5 µM; recombinant procaspase-7, Ac-DEVD-pNA absorbance 405 nm; D23A/D198A/D206A triple mutant, cannot self-cleave; scale: DMSO 0, 5 µM enzyme 100; P55210; AID 463210; 330,000 tested, 0.093% active;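 active = percent activation above the screen-wide mean plus 3 SD, cut at about 25% in these data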
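Assay system: Uncleavable procaspase-7 mutant enzyme | Input: 2 µM procaspase-7 mutant as dispensed | Timing: 1 h compound preincubation, 2 h substrate cleavage, 25 °C | Repeats: One well per compound | Control set: DMSO wells as 0%, DMSO with 5 µM added PC-7 as 100% | Technique: Epi-absorbance of released pNA at 405 nm, two timepoints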
HCV core dimer: blocks dimerization of HCV core protein. TR-FRET GST/Flag-core106 dimerization, 1536-well. inhibition, % at 5 µM. 300,000 tested, 0.33% active;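 active = inhibition above the mean of all tested compounds plus 3 SD, set per screening campaign, cut at about 45% in these data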
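System: GST/Flag-tagged HCV core106 proteins. Incubation: compound-protein-antibody incubation 4 h at 22.5 °C. Technique: HTRF with 340 nm excitation, 617/671 nm emission. Medium: KF-containing HEPES buffer, pH 7.45, DTT, CHAPS, BSA. Read-out: inhibition (%) from 671 over 617 nm ratio. Also added: Eu(K)-anti-GST 90 ng/mL plus XL665-anti-Flag 1 µg/mL.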
PP5 primary: blocks human protein phosphatase 5 activity | P53041 | purified PP5c, OMFP substrate fluorescence | inhibition, % at 6.7 µM | 320,000 tested, 0.18% active;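 active = inhibition above the campaign's mean inhibition across all tested compounds plus 3 SD, cut at about 9.5% in these data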;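 note: 0% = DMSO only and 100% = 100 µM cantharidin control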
Target sequence (P53041 whole entry, looked up): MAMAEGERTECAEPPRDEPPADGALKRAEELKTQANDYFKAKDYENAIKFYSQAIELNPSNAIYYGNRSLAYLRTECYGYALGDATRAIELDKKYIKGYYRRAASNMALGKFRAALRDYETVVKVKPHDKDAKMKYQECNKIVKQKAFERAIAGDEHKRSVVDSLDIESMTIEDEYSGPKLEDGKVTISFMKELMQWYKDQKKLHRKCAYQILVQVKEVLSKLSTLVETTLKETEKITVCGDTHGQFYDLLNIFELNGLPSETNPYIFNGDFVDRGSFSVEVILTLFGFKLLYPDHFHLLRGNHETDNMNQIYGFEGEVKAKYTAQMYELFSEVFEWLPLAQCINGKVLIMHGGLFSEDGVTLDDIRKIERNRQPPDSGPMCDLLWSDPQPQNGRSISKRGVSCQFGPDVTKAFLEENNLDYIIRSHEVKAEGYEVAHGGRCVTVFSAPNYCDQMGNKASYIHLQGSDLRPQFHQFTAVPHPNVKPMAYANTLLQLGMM
Active calls of the source: *; ? = inconclusive; / = no result given; & = joins results of further samples.

The first 7 compounds (preview)
Values run as follows: PP1 counter, Fh CTSL1 inh, proCasp3 act, Efflux pump inh, TPT1 inh, JMJD2C inh, procasp7 counter, HCV core dimer, PP5 primary
- COCCCNS(=O)(=O)c1ccc2c(c1)OCCO2
  -4, 1, -3, 0.0, -4, 3, 9, 1, 1.9
- COC(=O)c1ccc(Cn2cc(Cl)cn2)cc1
  -4, -1, -7, 0.1, 4, -21, 5, -4, -0.8
- Cc1ccc(NC(=O)C(=O)NCC2CCCN2S(=O)(=O)c2cccs2)c(C)c1 (stereo not given)
  -2, 4, 10, 0.1, 1, -6, 8, 2, 1.6
- Cc1nc(CC(=O)c2c(C)cc(O)cc2O)cs1
  -6, 4, 0, 0.0, 1, 1, 5, 7, -2.2
- Cn1nc2c3ccccc3n(Cc3ccccc3)c2nc1=S
  -1, -1, -5, -0.1, 0, 3, 3, 6, -0.2
- O=C(CCN1CCN(c2ccc(Cl)cc2)CC1)Nc1nccs1
  -2, -1, -3, 0.0, -2, -4, 12, -6, 1.3
- C#CCOCCOCCOCCNc1nc(N2CCN(C(=O)C([C@@H](C)CC)n3cc(C(N)Cc4ccc(O)cc4)nn3)CC2)nc(N2CCN(C(=O)[C@H](CCC(=O)O)n3cc(C(N)Cc4ccc(O)cc4)nn3)CC2)n1 (stereo not given in full)
  -4, 2, 7, /, 2, ?, 1, -5, 2.5

The listing, from the first entry:
Values run as follows: PP1 counter, Fh CTSL1 inh, proCasp3 act, Efflux pump inh, TPT1 inh, JMJD2C inh, procasp7 counter, HCV core dimer, PP5 primary
- COCCCNS(=O)(=O)c1ccc2c(c1)OCCO2
  -4, 1, -3, 0.0, -4, 3, 9, 1, 1.9
- COC(=O)c1ccc(Cn2cc(Cl)cn2)cc1
  -4, -1, -7, 0.1, 4, -21, 5, -4, -0.8
- Cc1ccc(NC(=O)C(=O)NCC2CCCN2S(=O)(=O)c2cccs2)c(C)c1 (stereo not given)
  -2, 4, 10, 0.1, 1, -6, 8, 2, 1.6
- Cc1nc(CC(=O)c2c(C)cc(O)cc2O)cs1
  -6, 4, 0, 0.0, 1, 1, 5, 7, -2.2
- Cn1nc2c3ccccc3n(Cc3ccccc3)c2nc1=S
  -1, -1, -5, -0.1, 0, 3, 3, 6, -0.2
- O=C(CCN1CCN(c2ccc(Cl)cc2)CC1)Nc1nccs1
  -2, -1, -3, 0.0, -2, -4, 12, -6, 1.3
- C#CCOCCOCCOCCNc1nc(N2CCN(C(=O)C([C@@H](C)CC)n3cc(C(N)Cc4ccc(O)cc4)nn3)CC2)nc(N2CCN(C(=O)[C@H](CCC(=O)O)n3cc(C(N)Cc4ccc(O)cc4)nn3)CC2)n1 (stereo not given in full)
  -4, 2, 7, /, 2, ?, 1, -5, 2.5
- Cc1ccc(S(=O)(=O)Nc2ccc(-c3nnc(SCC#N)n3C)cc2)cc1
  -8, -1, 1, 0.4, 0, 2, -11, -5, 1.5
- O=C(O)Cn1cc(C(=S)N2CCCCC2)c2ccccc21
  3, -3, 0, -0.1, -3, -1, -9, -3, -1.3
- O=C1COc2ccc3ccccc3c21
  -5, -10, 3, -0.2, -3, 1, -5, 6, -0.3

Looked up above.
COCCCNS(=O)(=O)c1ccc2c(c1)OCCO2 in PP5 primary reads 1.9
COC(=O)c1ccc(Cn2cc(Cl)cn2)cc1 in JMJD2C inh reads -21

Next compounds follow.
Values run as follows: PP1 counter, Fh CTSL1 inh, proCasp3 act, Efflux pump inh, TPT1 inh, JMJD2C inh, procasp7 counter, HCV core dimer, PP5 primary
- Cc1ccccc1C1CC(c2ccc(F)cc2)Nc2nc(N)nn21 (stereo not given)
  1, 2, 8, -0.1, -5, -4, -4, -4, 0.8
- Nc1c(C(=O)c2ccc(Cl)cc2)oc2ccccc12
  -4, 0, -2, 0.1, 0, 5, 6, -3, 0.9
- CCN(CC)S(=O)(=O)c1ccc(C(=O)Nc2cc(C)cc(C)c2)cc1
  -5, 5, 0, 0.2, 2, -2, -5, 1, 1.2
- Cc1ccc(-c2cc(C(=O)NC3CCCC3)no2)cc1
  -1, 0, 10, -0.2, -4, 2, 13, 1, -0.6
- CCn1c(=O)c(C(=O)NCCc2ccc(Cl)cc2)c(O)c2ccccc21
  -3, -1, 0, 0.1, -2, 60*, 16, -2, 6.6
- CC(C)CN(C(=O)c1cccc([N+](=O)[O-])c1)c1c(N)n(CC(C)C)c(=O)[nH]c1=O
  -3, 0, 2, -0.1, 1, 6, -5, -10, 1.5
- CN(CCN1CCOCC1)Cc1nc(-c2ccc(Cl)cc2)no1
  -2, -2, 8, -0.1, 0, -2, 6, -4, -1.2
- COc1ccc(C2CC(C(F)(F)F)n3nc(C(=O)NCCCn4ccnc4)cc3N2)cc1OC (stereo not given)
  -1, -2, 6, -0.1, -1, -3&5, -3, -5, -0.7
- Cc1ccc(N(CC(=O)NC(C)c2ccccc2)S(=O)(=O)c2c(C)n[nH]c2C)cc1 (stereo not given)
  5, -1, 4, 0.0, -1, 15, -1, 10, 0.0
- CC(N)C(=O)NC(C(=O)N1CCCC1C(=O)NC(c1ccccc1)c1ccccc1)C(C)C (stereo not given)
  2, /, 15, 0.0, /, 5, 10, /, 0.9
- COc1ccc(/C=C2\Oc3cc(OCC(=O)N4CCC(C(=O)O)CC4)ccc3C2=O)c(OC)c1
  3, 3, 0, 0.1, 65*, -4, -4, -6, 0.7
- Cc1ccc(C)c(N2CCN(Cc3nnnn3C3CCCCC3)CC2)c1
  6, 3, -4, 0.0, -1, -13, 2, 3, 1.9
- Cc1ccc(S(=O)(=O)CCC(=O)Nc2ccc3nc(C)sc3c2)cc1
  1, 0, 5, -0.1, 0, 4, 2, 0, 3.8
- c1ccc(COn2nnc3ccccc32)c(COn2nnc3ccccc32)c1
  1, 1, -1, 0.1, 0, 1, -3, 6, 1.1
- CC(=O)CC(C)(C)n1nnc(-c2ccccc2)n1
  7, -2, -6, -0.1, -2, 8, 4, -1, -1.9
- O=C(Cn1cc[n+](CC(=O)c2ccc(Cl)cc2Cl)c1)c1ccc(Cl)cc1Cl
  18*, 0, -4, 0.1, 1, 17, 5, 2, -2.5
- CCOc1ccc(CC(=O)N2CCC3(CC2)NCCc2[nH]cnc23)cc1
  -3, 3, 7, 0.5, 1, 2, 8, -8, 0.1
- CC1CCCCC1NC(=O)C1CCC(CNc2c(N3CCCCC3)c(=O)c2=O)CC1 (stereo not given)
  -3, -5, -2, -0.1, 6, 1, 12, -5, -3.1
- COc1ccccc1-c1nnc(SC)n1C
  -1, -2, 1, -0.1, -2, 8, 3, -2, -2.5
- O=C(c1ccccc1)C1CCN(c2ncccc2[N+](=O)[O-])CC1
  -2, 0, -4, 0.1, 2, 2, 3, 1, -0.7
- COc1ccccc1NC(=S)Nc1cccc(F)c1
  1, -2, 2, 0.1, -1, -3, -1, 1, 2.9
- CCOc1cc(C)ccc1OCc1nnc(SCC(=O)c2cccc([N+](=O)[O-])c2)n1CC
  -3, -3, -7, 0.0, 5, -6, 9, 1, 1.3
- CCCn1c(SCC(=O)Nc2ccccc2C(=O)NC2CC2)n[nH]c1=O
  -2, /, 10, -0.1, /, 8, 7, /, 3.0
- Cc1ccsc1/C=C(\C#N)C(=O)Nc1c(C)n(C)n(-c2ccccc2)c1=O
  -4, 1, -9, 0.2, 2, 18, 2, -3, 1.5
- CC(=O)Nc1cccc(C(=O)Nc2cccc3ncccc23)c1
  -2, -3, 5, -0.2, -5, 1, 1, -5, 0.6
- COc1ccc2nc3c(cc2c1)c(NC(=O)CC(C)C)nn3CC(C)C
  -1, 8, -2, 0.1, -2, -6, -3, -5, -0.3
- COc1ccccc1C(=O)NC(CCSC)C(=O)OCC(=O)NC(=O)NCc1ccco1 (stereo not given)
  -2, -6, 2, 0.0, -4, 11, -2, 18, 0.1
- COc1ccc(N(C)C(=O)c2cn(CC(C)C)c(=O)c3cc(OC)c(OC)cc23)cc1
  -1, -3, 8, -0.1, 5, -11, -4, 12, -1.6
- O=C(C1CCCO1)N1CCN(C(=S)Nc2ccc(Br)cc2)CC1 (stereo not given)
  -2, 1, -9, -0.1, 0, 17, 3, 12, 1.4
- COc1ccc(Cl)cc1NC(=O)CN(C)C(=O)Cc1ccsc1
  -3, -7, 2, 0.0, 2, 8, -1, 4, -1.9
- COc1cc2cnc(-c3cccnc3)cc2cc1OC
  /, /, 5, -0.4, /, -3, 8, /, /
- COc1cccc(-c2sc3ccc(OC)cc3c2C#CCC(C)O)c1 (stereo not given)
  -2, /, -2, -0.1, /, -5, 6, /, 2.4
- CCC(C)C1Nc2ccc(C(=O)NCc3ccc4c(c3)OCO4)cc2NC1=O (stereo not given)
  1, 2, 2, -0.4, 1, -40, 0, -7, 1.0
- NC(=O)C(CC(=O)O)NC(=O)[C@@H]1CCOc2c(I)cc([N+](=O)[O-])cc2C(=O)N[C@@H](CCC(=O)O)C(=O)N[C@@H](CO)C(=O)N1 (stereo not given in full)
  -1, 7, -5, -0.1, -5, 3, 2, -17, -0.3
- CCOc1c(Nc2ccc(C(C)C)cc2)c(=O)c1=O
  -2, 4, 2, -0.1, -6, -9, -1, -5, 2.3
- Cc1ccc2cc(CN(C(=O)c3ccco3)c3ccccc3)c(=O)[nH]c2c1
  -2, 1, -8, -0.1, -2, -3, 1, 9, 3.6
- CCOC(=O)c1c(CC(C)C)csc1NC(=O)c1ccccc1C(=O)O
  5, 1, -3, -0.1, 1, 0, -7, 12, -1.2
- C=CCC1NS(=O)(=O)O[C@H](CCCC)[C@@H]1O (stereo not given in full)
  -4, 2, -6, -0.1, -1, -10, -4, -10, 1.7
- COc1ccccc1NC(=O)COC(=O)c1cc2ccccc2cc1O
  -2, /, 4, 0.0, /, 8, 10, /, -1.2
- COc1ccc(C(OC(=O)c2ccco2)C(=O)NC2CCCC2)cc1 (stereo not given)
  -3, -45, 2, -0.2, -5, 6, 12, 1, -0.7
- COc1ccc(C2OC34CCCCC3C(C#N)(C#N)C2(C#N)C(=N)O4)cc1 (stereo not given)
  -2, 6, -12, -0.1, -75, -9, -5, 5, 1.0
- CCOc1ccccc1N1CN(Cc2ccccc2)CNC1=S
  -4, 2, 13, -0.1, -4, 14, 8, -8, 1.1
- COc1ccc(C)cc1NC(=O)C(OC(=O)C1=NNC(=O)CC1)c1ccccc1 (stereo not given)
  /, /, 5, 0.1, /, 2, 8, /, /
- CCOc1cc(S(=O)(=O)NCCCn2ccnc2)ccc1Cl
  -1, -5, 6, -0.1, 0, 7, 13, 5, -2.2
- O=[N+]([O-])c1ccc(OCC(O)CNC2CCCC2)cc1 (stereo not given)
  1, 1, -1, -0.2, -4, 2, -4, -3, 1.6

Compound activity: PubChem, several laboratories
